Giardia FBPA inh = Giardia lamblia aldolase inhibition; A8B2U2; purified Giardia FBPA; 290,000 tested, 0.71% active; Potency, µM (highest dose often 59.6 µM), for the others: at the top dose activity, negative = inhibition, hits mostly inhibitors; note: potency is the fitted concentration of half-maximal effect; nearly all actives have a fitted effect of over 55% in size
Target sequence (A8B2U2 whole entry, looked up): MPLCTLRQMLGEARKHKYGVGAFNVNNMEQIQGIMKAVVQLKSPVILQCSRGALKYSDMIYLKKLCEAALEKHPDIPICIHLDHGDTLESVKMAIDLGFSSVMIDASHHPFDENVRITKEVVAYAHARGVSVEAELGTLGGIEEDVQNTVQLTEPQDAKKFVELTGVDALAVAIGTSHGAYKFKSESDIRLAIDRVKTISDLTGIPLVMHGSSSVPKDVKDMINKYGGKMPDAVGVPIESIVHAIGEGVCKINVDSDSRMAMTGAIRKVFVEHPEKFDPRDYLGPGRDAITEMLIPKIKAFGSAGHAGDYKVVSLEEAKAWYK
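Giardia FBPA (40 nM reagent) was preincubated 10 min at RT with compound (up to 57.5 uM final), then substrate plus GAPDH/TPI/NAD/arsenate coupling system with diaphorase/resazurin was added; resorufin fluorescence (525/598 nm) was read after 20 min.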
HCMV inh = blocks human cytomegalovirus replication | HFF cells, HCMV-luciferase reporter, 72 h; active compounds read low | activity change, negative = inhibition, % at 57.5 µM | 410,000 tested, 4.5% active; in the data active = activity change below about -60%; inconclusive = no clear call, values can overlap the other calls; inactive = above about -39%
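Two-dose cell screen: HFF monolayers treated with compounds and infected with luciferase-expressing HCMV at 1 PFU/cell, 72 h at 37C, then lysed for luciferase measurement.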
AmpC detergent = inhibitors of E. coli AmpC beta-lactamase with detergent; Potency, µM (titrated, usually from 114 µM), for inactives: at the highest dose activity change, negative = inhibition, actives largely listed as inhibitors; 370,000 tested, 0.041% active; AID 485294; AmpC hydrolysis of nitrocefin, absorbance 480 nm, 0.01% Triton;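 note: potency is the fitted concentration of half-maximal effect; 0% = no-compound wells and -100% = no-enzyme wells; nearly all actives have a fitted effect of over 25% in size; some results filed as inactive show a strong effect at the top dose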
Target sequence (P00811 whole entry, looked up): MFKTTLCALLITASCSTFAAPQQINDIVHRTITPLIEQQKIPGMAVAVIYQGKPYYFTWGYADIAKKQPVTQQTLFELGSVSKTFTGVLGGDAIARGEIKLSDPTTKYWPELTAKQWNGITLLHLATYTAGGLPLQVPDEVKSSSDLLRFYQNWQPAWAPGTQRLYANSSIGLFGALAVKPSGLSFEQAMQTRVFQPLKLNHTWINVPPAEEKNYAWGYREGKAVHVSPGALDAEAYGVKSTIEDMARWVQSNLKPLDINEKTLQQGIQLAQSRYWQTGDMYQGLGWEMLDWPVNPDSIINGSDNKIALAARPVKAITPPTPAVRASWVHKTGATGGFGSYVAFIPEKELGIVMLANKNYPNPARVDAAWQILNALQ
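20 mM phosphate pH 7.0 + 0.01% (detergent screen) or 0.0001% Triton X-100; 5.3 nM AmpC reagent; cpd preinc 15 min RT; nitrocefin (800 uM stock) to start; A480 q20 s × 4 min; Activity was normalised to no-enzyme and no-compound control wells.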
Sm TGR block = S. mansoni TGR enzyme inhibition | AID 485364 | Potency, µM (top dose mostly 114 µM), for inactives: at the highest dose activity change, negative = inhibition, hits mostly inhibitors | 360,000 tested, 3% active | Q962Y6 | purified TGR, DTNB reduction, TNB absorbance 405 nm; note: potency is the fitted concentration of half-maximal effect; nearly all actives have a fitted effect of over 60% in size
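TGR 20 nM + NADPH 100 uM (dispensed conc.), cpd preinc 15 min RT; start with NADPH (500 uM addition) then DTNB (15 mM addition). Kinetic TNB absorbance, 405 nm filter. Four-parameter Hill fit across titration.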
AmpC inh no detg = blocks E. coli AmpC beta-lactamase in detergent-free assay. AmpC nitrocefin hydrolysis, absorbance 480 nm, 0.0001% Triton. Potency, µM (titrated, usually from 57.1 µM), for inactives: top-dose activity change, negative = inhibition, usual class: inhibitors. 330,000 tested, 0.52% active. AID 485341;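 note: potency is the fitted concentration of half-maximal effect; plate controls were no compound for no effect and no enzyme for full effect; nearly all actives have a fitted effect of over 20% in size; some results filed as inactive show a strong effect at the top dose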
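AmpC (5.3 nM in the dispensed reagent) in 20 mM phosphate pH 7.0 with 0.01% (detergent screen) or 0.0001% Triton X-100 was preincubated with compounds for 15 min at room temperature. Nitrocefin was then added from an 800 uM solution, and hydrolysis was followed at 480 nm.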
HCV inh = blocks hepatitis C virus; Huh7.5.1 HCVcc-Cre infection, luciferase reporter, 44 h; Potency, µM (doses to about 41.8 µM), without a hit: at the top dose activity change, negative = inhibition, most hits filed as inhibitors; 340,000 tested, 3.4% active; AID 651820; note: potency is the fitted concentration of half-maximal effect
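Infectious HCVcc-Cre (~0.5 moi) was added to cells just after compound, with cells seeded 4 h earlier at 1,000 per well. Luciferase activity after 44 h culture reported infection; substrate was incubated 15 min at room temperature before reading.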
An asterisk follows results filed as active; u = inconclusive; x = no result given; & = joins results of further samples; [ ] = dose if it differs, or a comment. Unless noted, calls come from the whole dose curve; as a rule, active = well fitted curve in the direction sought with a large enough effect; inconclusive = small, poorly fitted or top-dose-only effect, or another doubt; inactive = no such curve, though single readings can be large; an effect the other way counts as inactive or inconclusive. Unless noted, % is set by controls: 0 for no effect and ±100 for the full control effect.

SMILES	Giardia FBPA inh	HCMV inh	AmpC detergent	Sm TGR block	AmpC inh no detg	HCV inh
CCC(C)(C)C1CCC2(CC1)NC(=O)N(CC(=O)Nc1cc(C(F)(F)F)ccc1N1CCOCC1)C2=O (configuration not stated)	-6.1%	-0.7	2.4%	-5.8%	31.5%	x
CCOC(=O)N1CCN(Cc2nc3cc(NC(=O)c4ccccc4Cl)ccc3n2C(C)C)CC1	x	-90.0*	-7.4%	0.2%	x	x
Cc1ccc(C(c2nnnn2Cc2cccs2)N2CCN(Cc3ccc4c(c3)OCO4)CC2)cc1 (configuration not stated)	3.6%	2.0	7.2%	0.2%	21.8%	u
Cc1cccc(NC(=O)c2ccc(-c3ccccc3[N+](=O)[O-])o2)c1	-6.5%	-20.2	2.0%	3.55µM*	-31.3%	u
O=C(c1ccccc1)c1ccc(Oc2ncccn2)cc1	6.0%	18.9	u	9.1%	-5.0%	-12.9%
COC(=O)C(Cc1ccccc1)NC(=O)c1cc(S(=O)(=O)N(C)C)ccc1Cl (configuration not stated)	1.3%	-20.0	-6.6%	-1.1%	-10.1%	-27.7%
COC(=O)C1CCN(CC(=O)NC(=O)NC2CCCCC2)CC1	3.9%	-97.9*	5.9%	9.2%	2.2%	14.5%
COc1ccc(-c2nc(C(N)=O)c3[nH]c(=O)n(-c4ccccc4OC)c3n2)c(OC)c1	-9.8%	42.6	4.2%	-1.3%	-7.0%	-4.3%
COc1ccc(-c2c(C)[nH]n3c(=O)c(Cc4ccccc4)c(C)nc23)cc1	9.9%	-88.2*	-10.3%	-2.2%	-14.4%	-15.7%
Cn1c(SCc2cc(=O)n3cc(Br)ccc3n2)nnc1C1COc2ccccc2O1 (configuration not stated)	-1.1%	11.4	-18.6%	3.1%[11.4 µM]	13.7%	1.9%
COc1cc(-c2noc(C)c2C#CC2(O)CCCCC2)cc(OC)c1OC	7.1%	135.1	-13.8%	u	105.1%[activator]	u
Cc1nccc(-c2ccc(-n3c(C)ccc3C)cc2)n1	0.4%	-36.6	0.6%	39.8µM*	35.8%	-25.6%
CC(C)NC(=O)CN1CCN(C(=O)c2ccc3oc(CCCc4ccccc4)nc3c2)CC1	x	30.2	5.1%	u	176.0%[activator]	x
CCOC(=O)C1(Cc2ccc(OC)cc2)CCN(C(=O)CN2CCCCC2=O)CC1	4.9%	-10.8	7.8%	-3.4%	25.2%	2.5%
Cn1cc(C(N)=O)c2ccccc21	3.0%	17.5	1.6%	3.4%	1.0%	15.8%
CC(=O)c1ccc2c3c(ccc(O)c13)CC2	-14.4%	-4.2	-4.8%	u	-10.5%	u
O=C1NCCN(Cc2ccc(Cl)c(F)c2)C1CC(=O)N1CCCCO1 (configuration not stated)	u	91.6	-6.5%	25.1µM*	0.2%	13.8%
CCCCSc1nc(C(=O)O)cc(=O)[nH]1	u	-9.2	0.1%	8.8%	-5.6%	16.1%
O=C(CSc1nccn1Cc1ccco1)Nc1ccc(F)cc1	x	34.7&2.3	-3.4%&0.5%	-11.0%&29.7%	107.9%[activator]	x
COCCN(Cc1nc2ccccc2c(=O)[nH]1)C(=O)c1cccc(S(=O)(=O)N2CCCC2)c1	x	-19.8	1.0%	-2.2%	-10.5%	12.9%
Cc1ccc(C(=O)O)cc1NC(=O)c1ccc(Cn2nc(C)c(Cl)c2C)o1	-0.3%	-6.2	-6.1%	u	-3.5%	-6.1%
Cc1ccc(NC(=O)CCn2cccc2)cc1	2.6%	10.2	-1.8%	-35.6%	-13.9%	u
CCOC(=O)c1cc(-c2ccccc2)sc1NC(=O)CN1C(=O)NC(CC)(c2ccc(F)cc2)C1=O (configuration not stated)	-5.8%	-8.8	3.0%	-7.9%	-24.1%	10µM*
O=C(NC(=S)NCCc1ccccc1)c1ccccc1F	x	9.2	2.8%	39.8µM*	-26.7%	17.4%
CCOc1ccccc1NC(=O)C(Cc1ccccc1)NS(=O)(=O)c1ccc2c(c1)oc(=O)n2C (configuration not stated)	x	-0.3	u	-15.5%	x	x
CC(C)Oc1ncnc2c1[nH]c1ccccc12	-2.8%	u	7.7%	19.9%	-20.2%	u
Cc1ccc(C)c(SCC(=O)OCC(=O)c2ccco2)c1	8.8%	25.4	-8.9%	39.8µM*	-17.2%	17.6%
CCOc1ccc(Nc2cc(C)nc3nc(Cc4ccc(Cl)cc4)nn23)cc1	x	-21.3	13.8%	1.5%	x	x
c1nnc(NC2=NCCCCC2)s1	-2.1%	46.9	2.3%	5.4%	-12.3%	6.6%
CCc1ccc(NC(=O)C2CCN(c3nnc(-n4c(C)ccc4C)s3)CC2)cc1	x	26.7	3.7%	-32.3%	x	x
CCOc1ccc(NS(=O)(=O)c2ccc(C(=O)NC3CCN(Cc4ccccc4)CC3)cc2)cc1	x	-15.1	-11.0%	-2.9%	-4.8%	u
CCOc1ccc(C(N)=O)cc1OC	3.7%	90.1	-15.8%	9.2%	-10.3%	-4.0%
Cc1cc2occ(CC(=O)OCC(=O)Nc3sc4c(c3C#N)CCC(C)C4)c2cc1C (configuration not stated)	-10.2%	28.6	-14.8%	-24.9%	-52.0%	-10.6%
CNC(=S)Nc1ccc(N2CCN(c3ccc(C(F)(F)F)cn3)CC2)nc1	-9.1%	u	2.3%	-24.2%	-3.8%	2.51µM*
CCc1ccc(C2CC(=O)Nc3c2c(C)nn3-c2nc(C)cc(C)n2)cc1 (configuration not stated)	x	-28.9	-0.1%	2.7%	x	x
CCOC(=O)c1ccccc1NC(=O)Cn1c(=O)n(Cc2ccccc2)c(=O)c2c(C)c(C)sc21	0.3%	-6.4&-14.3	20.4%&-8.0%	-0.7%&0.9%	-32.8%	u
Cc1ccc(C(O)(C(=O)NNC(=O)CN2CCN(C)CC2)c2ccc(C)cc2)cc1	7.7%	u	-14.5%	-0.5%	3.9%	10.1%
COc1ccccc1CN1CCN(Cc2cc(OC)c(OC)cc2OC)CC1	25.1µM*	2.3	-1.7%	61.2%[activator]	2.9%	0.7%
N#CC(Sc1ccccn1)c1ccc(Cl)cc1Cl (configuration not stated)	-9.3%	-33.4	0.6%	u	-33.3%	-11.1%
CCn1c(SCC(=O)Nc2cc(C)on2)nc2c(c1=O)SC(C)C2 (configuration not stated)	6.5%	2.5	2.7%	4.8%	-3.2%	-13.8%
O=C(CNC(=O)c1ccco1)NCc1ccc2c(c1)OCO2	x	42.1	x	x	-14.1%	11.5%
Clc1ccc(-c2csc(=Nc3ccccc3)n2Cc2ccc3c(c2)OCO3)cc1	x	16.0	-2.0%	-10.9%	x	x
Cc1ccc(CN(Cc2ccco2)C(=O)c2ccco2)cc1	15.0%	-29.0	0.7%	0.0%	-7.4%	u
COc1ccc(-c2c(-c3ccc(O)cc3O)n[nH]c2C)cc1OC	3.8%	x	1.1%	12.6%	-27.8%	u
Cc1ccc(-c2noc(C3CCCN(C(=O)c4cccc(Cl)c4)C3)n2)o1 (configuration not stated)	-2.1%	-9.5	-1.9%	-17.9%	26.9%	u
CCc1nn2c(N)c(/C=C3\C=Nc4ccccc43)c(=O)nc2s1	4.8%&7.4%	-22.1&62.5	3.9%&-4.1%	-1.0%&-12.6%	32.7%&37.8%	-3.5%&20.7%
CC1CCN(c2c(NCC3CCC(C(=O)NCCc4ccc(Cl)cc4)CC3)c(=O)c2=O)CC1 (configuration not stated)	5.9%	-35.5	1.4%	11.3%	56.1%	u
COc1ccc(Nc2nccc3c2nnn3C)cc1	0.2%	117.2	-12.1%	-3.4%	-13.6%	-0.5%
O=C(O)c1cc(NS(=O)(=O)c2ccc(NCc3ccccc3)c([N+](=O)[O-])c2)cc(C(=O)O)c1	19.6%	-19.3	u	-12.1%	-18.6%	-0.3%
CCOC(=O)CNC(=O)CSc1nnc(NC(=O)c2ccc(C)cc2)s1	-5.3%	-29.1	-0.4%	13.5%	-4.2%	3.5%
C/C(=N/NC(=O)c1ccc2c(c1)OCCO2)c1ccc([N+](=O)[O-])cc1	4.8%	13.9	-1.7%	7.1%	-9.6%	15.7%
Cn1c(=O)c2c(ncn2Cc2ccc(Cl)c(Cl)c2)n(C)c1=O	2.8%	-70.4*	-8.5%	-1.8%	-7.4%	u
CC(=O)Nc1ccc(S(=O)(=O)NCCCCNS(=O)(=O)c2ccc(NC(C)=O)cc2)cc1	14.1%	-39.7	1.0%	18.8%	-9.0%	5.8%
C=CCC1=C/C(=C\c2c(N)n3nc(CC(=O)N4CCOCC4)sc3nc2=O)C=C(OC)C1=O	u	-21.0	u	-21.9%	26.6%	3.4%
COc1ccc(N2CCN(CC(=O)Nc3cccc(S(=O)(=O)N4CCOCC4)c3)CC2)cc1	u	-20.3	-5.6%	-2.6%	111.6%[activator]	u
CCSc1ncc(CO)c(N)n1	1.3%	-20.3	-4.4%	-1.9%	-21.0%	18.8%
CC(C)(C)c1ccccc1OCCOCCN1CCCCCC1	-12.2%	u	-3.2%	-14.8%	-14.3%[2.29 µM]	-18.8%
O=C(CSc1ncnc2sc3c(c12)CCC3)Nc1ccccc1C(=O)O	15.6%	-13.7	u	0.6%	-22.2%	4.4%
C/C(=N\OC(=O)Nc1ccc(Cl)cc1)c1ccc(F)c(F)c1	-9.6%	-4.8	-13.2%	1.5%	-45.9%	6.2%
COc1ccc(-c2noc(N3CCC(C(=O)Nc4ccc(C)c(F)c4)CC3)n2)cc1OC	x	-14.1	4.9%	9.1%	x	x

Remaining list, next part.
SMILES	Giardia FBPA inh	HCMV inh	AmpC detergent	Sm TGR block	AmpC inh no detg	HCV inh
CCOC(=O)c1sc(NC(=O)COC(=O)CNC(=O)c2ccco2)c(C(=O)OCC)c1C	-0.5%	-36.6	-10.5%	-6.6%	18.6%	u
O=C(CSc1nnc(-c2cccc(F)c2)c(-c2cccc(F)c2)n1)NC1CCCCC1	x	11.7	7.6%	5.8%	x	x
O=C(CN1CCN(Cc2ccccc2)CC1)NNC(=O)c1ccccc1	x	-3.7	-15.9%	-7.2%	-14.9%	-3.0%
NC(Cc1ccc(OC(F)F)cc1)C(=O)O (configuration not stated)	-11.7%	-11.2	3.1%	35.5µM*	-31.2%	-0.6%
O=C(O)C1C2C=CC(O2)C1C(=O)NCc1ccccc1Br (configuration not stated)	13.9%	41.7	1.6%	u	-16.9%	16.5%

As entered above:
HCMV inh, O=C(CSc1nnc(-c2cccc(F)c2)c(-c2cccc(F)c2)n1)NC1CCCCC1 → 11.7
HCV inh, O=C(O)C1C2C=CC(O2)C1C(=O)NCc1ccccc1Br (configuration not stated) → 16.5%

Single records (already shown).
Shown for CCOC(=O)c1sc(NC(=O)COC(=O)CNC(=O)c2ccco2)c(C(=O)OCC)c1C : Giardia FBPA inh = -0.5%; HCMV inh = -36.6; AmpC detergent = -10.5%; Sm TGR block = -6.6%; AmpC inh no detg = 18.6%; HCV inh = u
Shown for O=C(O)C1C2C=CC(O2)C1C(=O)NCc1ccccc1Br (configuration not stated) : Giardia FBPA inh = 13.9%; HCMV inh = 41.7; AmpC detergent = 1.6%; Sm TGR block = u; AmpC inh no detg = -16.9%; HCV inh = 16.5%

Screens deposited in PubChem by National Center for Advancing Translational Sciences (NCATS).
